# From PubChem BioAssay
# D1 ag: Allosteric Agonists of the Human D1 Dopamine Receptor: qHTS; hit rate 1% among 360,000; HEK293 T-REx D1 cells, calcium flux, agonist mode; D(1A) dopamine receptor (Homo sapiens), P21728; activation, % at 2 µM; AID 504660, 2011; note: 0% is about no effect
# Target sequence (P21728 whole entry, looked up): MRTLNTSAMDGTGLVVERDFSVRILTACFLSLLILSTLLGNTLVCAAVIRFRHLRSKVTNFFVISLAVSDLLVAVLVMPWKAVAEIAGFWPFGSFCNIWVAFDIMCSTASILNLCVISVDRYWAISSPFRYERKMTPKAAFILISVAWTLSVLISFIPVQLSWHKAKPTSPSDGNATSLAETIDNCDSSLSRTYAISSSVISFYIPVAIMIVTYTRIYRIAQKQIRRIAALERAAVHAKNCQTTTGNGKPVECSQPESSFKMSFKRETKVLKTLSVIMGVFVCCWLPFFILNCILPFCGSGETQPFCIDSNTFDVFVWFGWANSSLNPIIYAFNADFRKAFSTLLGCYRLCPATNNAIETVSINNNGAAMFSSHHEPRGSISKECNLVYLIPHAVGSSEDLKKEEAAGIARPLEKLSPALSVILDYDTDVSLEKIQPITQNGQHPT
#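 Inducible HEK293 T-REx D1 cells, force-coupled to calcium signalling, were plated at 4000 cells/well with tetracycline and held overnight at 30 C. After no-wash calcium dye loading, compound-evoked calcium rise over 180 s flagged agonists.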
# D1 antag: Antagonist of Human D 1 Dopamine Receptor: qHTS | HEK293 TREx D1 cells, calcium flux, dopamine EC80; active compounds read low | activity change, negative = inhibition, % at 10 µM | hit rate 3.2% among 360,000 | AID 504652, 2011; in the data active = activity change below about -30%; note: % is set by controls: 0 for no effect and ±100 for the full control effect
#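 Antagonism measured as reduced calcium response to an EC80 dopamine addition following 180 s compound pre-read; cells were inducible HEK293 Trex D1 plated overnight at 30 C, read kinetically at 1 cycle/sec.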
# TRHR enhancer: qHTS for Small Molecule Agonists and Allosteric Enhancers of Human TRH Receptor: Primary Screen for Enhancers. Thyrotropin-releasing hormone receptor (Homo sapiens), P34981. TRHR cells, fluo-8 calcium fluorescence, EC20 TRH enhancement. enhancement, % at 2 µM. hit rate 0.66% among 360,000. AID 493056, 2011; in the data active = enhancement above about 30%; note: 0% is about no effect
# Target sequence (P34981 whole entry, looked up): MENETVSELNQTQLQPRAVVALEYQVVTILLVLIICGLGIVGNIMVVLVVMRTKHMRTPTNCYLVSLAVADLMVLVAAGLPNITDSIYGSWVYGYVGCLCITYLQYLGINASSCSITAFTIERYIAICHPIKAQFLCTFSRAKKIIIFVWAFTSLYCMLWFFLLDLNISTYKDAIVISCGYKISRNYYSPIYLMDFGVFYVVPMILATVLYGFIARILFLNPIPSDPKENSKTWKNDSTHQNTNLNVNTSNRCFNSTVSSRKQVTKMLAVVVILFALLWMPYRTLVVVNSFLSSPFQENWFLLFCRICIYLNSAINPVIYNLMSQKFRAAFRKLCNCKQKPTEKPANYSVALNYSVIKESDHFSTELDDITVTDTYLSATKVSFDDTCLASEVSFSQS
#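 Enhancer read-out: after compound pinning and an initial kinetic agonist-mode read, an EC20 of TRH (10 nM final) was injected and fluo-8 calcium signal (Ex 480/Em 530) followed at 1 s/cycle for 100 cycles in TRHR-expressing cells.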
# D2 agonist: HTS Assay for Allosteric Agonists of the Human D2 Dopamine Receptor: Primary Screen for Agonists; D(2) dopamine receptor (Homo sapiens), P14416; HEK293 T-REx D2 cells, calcium flux agonist mode; activation, % at 2 µM; hit rate 0.53% among 340,000; AID 485358, 2010;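 active = activation over 3 SD above normal in the single-dose calcium agonist read, cut at about 30% in these data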; note: 0% is about no effect
#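 Tetracycline-induced HEK293 T-REx cells with force-coupled D2 receptor, plated overnight at 30 C, loaded with no-wash calcium dye. After a 10 s baseline, compound was pin-added and calcium flux read kinetically for 180 s; calcium rises flagged agonists.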
# TRHR ag: qHTS for Small Molecule Agonists and Allosteric Enhancers of Human TRH Receptor: Primary Screen for Agonists. TRHR cells, calcium flux fluo-8, FDSS agonist mode. activation, % at 2 µM. Thyrotropin-releasing hormone receptor (Homo sapiens), P34981. hit rate 0.18% among 360,000. AID 493084, 2011; note: 0% is about no effect
#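 Fluo-8-loaded TRHR cells; 10 s baseline, compound added, kinetic Ca2+ fluorescence read 1/s, agonist mode.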
# D2 antag: HTS Assay for Allosteric Antagonists of the Human D2 Dopamine Receptor: Primary Screen for Antagonists; D(2) dopamine receptor (Homo sapiens), P14416; HEK293 TREx D2 cells, calcium flux, dopamine EC80; inhibition, % at 10 µM; hit rate 2% among 340,000; AID 485344, 2010; in the data active = inhibition above about 30%; note: 0% is about no effect
#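 In this primary screen, negative modulation is detected by tracking calcium flux after an EC80 dopamine challenge in inducible HEK293 T-REx D2 cells preexposed to test compound for 180 s.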
# RXFP1 antag: qHTS Assay for Antagonists of the Relaxin Receptor RXFP1. Relaxin receptor 1 (Homo sapiens), Q9HBX9. HEK293-RXFP1, relaxin-stimulated cAMP HTRF, 30 min; active compounds read low. activity change, negative = inhibition, % at 57.5 µM. hit rate 0.59% among 350,000. AID 1259400, 2018;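 active = activity change of -60% or lower, but not beyond a set lower limit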; note: % is set by controls: 0 for no effect and ±100 for the full control effect
# D2 PAM: HTS Assay for Positive Allosteric Modulators of the Human D2 Dopamine Receptor: Primary Screen for Potentiators | potentiation, % at 10 µM | HEK293 T-REx D2, calcium flux, EC20 dopamine potentiation | hit rate 0.34% among 340,000 | D(2) dopamine receptor (Homo sapiens), P14416;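 active = potentiation over 3 SD above the plate norm, cut at about 30% in these data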; note: 0% is about no effect
#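 Tetracycline-induced Hek293 Trex D2 cells, force-coupled to calcium, loaded with no-wash calcium dye. Compound added with 180 s kinetic read for agonism, then EC20 dopamine and a further 180 s read for potentiation.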
# D1 potentiator: Potentiators of Human D1 Dopamine Receptor: qHTS | D(1A) dopamine receptor (Homo sapiens), P21728 | HEK293 TREx D1 cells, calcium flux, dopamine EC20 potentiation | potentiation, % at 10 µM | hit rate 0.036% among 360,000 | AID 504651, 2011; in the data active = potentiation above about 30%; note: 0% is about no effect
# * = called active by the depositor; nt = not tested or not shown. Cut-off read from the data, not from the text of the source, unless noted: active = activation above about 30%; inactive = the rest.
Structure,D1 ag,D1 antag,TRHR enhancer,D2 agonist,TRHR ag,D2 antag,RXFP1 antag,D2 PAM,D1 potentiator
N#C/C(=C\c1ccco1)C(=O)NCc1ccccc1,0,0,-2,-0.4,0.5,7,0,10,-4
COc1ccc(C(=O)OCN2C(=O)c3ccccc3C2=O)cc1,1,nt,0,0.2,-0.8,28,-2,-10,-1
CCOc1ccc(C(=O)NCc2nnnn2-c2ccc(C)c(C)c2)cc1OCC,3,-7,3,nt,-0.9,nt,-23,-5,-2
O=C(O)C(Cc1ccccc1)N1CCS(=O)(=O)CC1 (stereo not drawn),5,0,4,0.5,0.9,-13,5,7,-2
CCCn1c(N)c(N(CCOC)C(=O)c2ccc([N+](=O)[O-])cc2Cl)c(=O)[nH]c1=O,5,-15,3,-2.3,-1.4,3,3,29,11
CCOc1nc(-c2ccccc2)ccc1-c1noc(-c2ccco2)n1,5,15,10,0.5,1.2,-16,-5,10,1
O=C(OCc1ccccc1)Oc1cncc(C(=O)O)c1,0,-4,2,0.4,-0.1,7,-1,16,0
O=C(Cn1nc(-c2ccccc2)c2ccccc2c1=O)Nc1ccc2c(c1)nc1n2CCOC1,3,-11,3,0.4,-0.2,2,-4,5,1
O=C(CCn1cccc1)Nc1cccc(F)c1,4,-4,-3,-1.2,-0.3,1,1,0,0
COc1ccc(CNCC(O)(c2ccccc2)c2ccccc2)cc1OC,7,-25,-4,-0.8,-0.3,6,6,-4,-5
Cc1ccc(CCN2C(=O)c3ccccc3C2C(=O)NCc2cccnc2)cc1 (stereo not drawn),0,-17,27,0.5,-0.1,13,-3,-10,2
CC1=CC(C)(C)N2C(=O)C3(C(C#N)=C(N)OC4=C3C(=O)CC(C)(C)C4)c3cccc1c32 (stereo not drawn),1,-9,1,0.1,-0.7,13,nt,4,-1
CC1=C(c2ccc(C)cc2)S(=O)(=O)N(Cc2ccc(C(=O)NCc3ccccc3F)cc2)C1=O,10,20,-3,nt,-0.6,nt,-19,-30,-5
CC(=NCCN1CCNCC1)C1=C(O)CC(C)(C)CC1=O,3,15,-2,1.2,0.2,-15,-13,8,5
COc1ccc(C(C)NC(=O)C2C(=O)NC3(C)CC2c2ccccc2O3)cc1 (stereo not drawn),2,-9,9,0.0,0.0,-2,-12,-21,-8
CC(C)c1cnc2c(c1SCC(=O)N1CCCCC1)c(=O)n(C)c(=O)n2C,-1,-10,1,-0.5,-0.5,nt,-17,-8,-3
Cc1sc(/N=C/c2c(O)ccc3ccccc23)c(C#N)c1C,0,7,3,-0.3,0.0,16,nt,5,1
COc1cc(OC)c2ccc(=O)oc2c1C(CCN1CCCCC1)c1ccc(N(C)C)cc1 (stereo not drawn),2,9,4,0.3,-0.3,15,nt,-4,-6
CC(Sc1nnc(NCc2ccccc2)s1)C(=O)Nc1ccc2c(c1)C(=O)c1ccccc1C2=O (stereo not drawn),4,-33*,0,0.0,0.2,-6,-17,-1,-6
N#Cc1ccc(N2Cc3ccccc3/C2=N/C(=O)Nc2ccc(Cl)cc2)cc1,4,-12,-1,0.0,0.1,-15,-11,-10,-5
CCn1c(OC)nc2c1c(=O)n(C)c(=O)n2C,2,19,-2,0.6,0.5,-11,-6,6,-2
COc1ccc(NC(=O)C(c2ccccc2)c2ccccc2)cn1,3,-14,1,-0.2,-0.3,6,-4,0,1
O=C(NCc1ccc2c(c1)OCO2)C1CCN(S(=O)(=O)c2cccs2)CC1,3,-5,1,1.0,-0.5,-4,-4,10,-2
CC(=O)Nc1ccc(S(=O)(=O)NCCc2csc(-c3cccnc3)n2)cc1,-1,-4,5,1.6,0.5,5,0,3,-2
CCn1ccnc1CN1CCc2c([nH]c3ccccc23)C1C1CCCCC1 (stereo not drawn),4,3,-10,0.3,0.7,0,-10,-5,2
O=C(NCCc1ccccc1)C(=O)c1c(-c2ccccc2)[nH]c2ccccc12,-2,-18,-10,0.0,-0.4,-13,3,-9,-1
N#CCCN(C(=O)Cn1nc(C(=O)O)c2ccccc2c1=O)c1ccccc1,7,0,-7,2.6,0.5,-24,8,6,-6
COc1cc(C2N(c3ccccc3)CCN2c2ccccc2)cc(OC)c1OC,2,6,-2,-0.6,-0.3,-9,32,1,-3
CCCS(=O)(=O)c1c(S(=O)(=O)CCC)c2ccc(C(N)=O)cn2c1C(=O)c1ccc(OC)cc1,3,30,-1,0.4,0.3,-1,-11,14,10
O=C1c2cccc3cccc(c23)C(=O)N1c1nncs1,5,9,-1,0.0,-0.2,-8,-9,0,3

# Next section; it opens with the 3 that closed the last part.
Structure,D1 ag,D1 antag,TRHR enhancer,D2 agonist,TRHR ag,D2 antag,RXFP1 antag,D2 PAM,D1 potentiator
COc1cc(C2N(c3ccccc3)CCN2c2ccccc2)cc(OC)c1OC,2,6,-2,-0.6,-0.3,-9,32,1,-3
CCCS(=O)(=O)c1c(S(=O)(=O)CCC)c2ccc(C(N)=O)cn2c1C(=O)c1ccc(OC)cc1,3,30,-1,0.4,0.3,-1,-11,14,10
O=C1c2cccc3cccc(c23)C(=O)N1c1nncs1,5,9,-1,0.0,-0.2,-8,-9,0,3
CCOc1ccc(OCC)c(-c2c(=O)n(OCc3ccc(C(C)(C)C)cc3)c3ccccc3[n+]2[O-])c1,1,-11,-19,nt,0.0,nt,-3,nt,2
CNC(=O)C1CCC(Cn2c(=O)c3sccc3n(CC(=O)NCc3ccc(F)cc3)c2=O)CC1 (stereo not drawn),2,1,2,-0.5,0.0,nt,-4,10,-2
Cc1ccc(Sc2ccc(CN3CCCCC3)cc2[N+](=O)[O-])cc1,0,-12,-2,1.0,0.5,15,21,-18,-2
Cc1cccc(N(C)S(=O)(=O)c2c(C)[nH]c(C)c2C(=O)N2CCCC2)c1,2,-14,1,0.2,0.2,5,30,5,-9
CC(CC(=O)N1CCN(S(=O)(=O)c2ccccc2)CC1)n1cncn1 (stereo not drawn),4,10,-3,1.8,0.7,0,-9,nt,-3
Cc1cc2c(N3CCCCC3C)ncnc2s1 (stereo not drawn),13,-6,-4,0.0,0.2,0,0,2,3
O=C(CCC(=O)c1ccccc1)Nc1cccnc1,1,3,1,0.9,0.3,28,0,-10,-6
O=C1NN(c2ccccc2)C(=O)/C1=C/c1coc2ccccc2c1=O,1,2,0,-2.5,-0.1,-18,-22,7,-13
CN1C(=O)c2ccc(NC(=O)CSc3ccccc3)cc2C1=O,0,-8,27,-0.4,-0.8,5,4,-6,-3
Cc1ccc(NC(=S)N(C)Cc2cn(C)c3ccccc23)cc1,-1,3,13,-0.3,-0.5,-12,nt,-6,-4
CCC(=O)N1c2ccc(S(=O)(=O)CCC(=O)NCc3ccccc3OC)cc2CC1C (stereo not drawn),0,-9,4,0.0,-0.2,nt,nt,2,-1
COc1ccc(OC)c(/C=C2\SC(=S)N(NS(=O)(=O)c3ccccc3)C2=O)c1,2,15,-3,-2.2,-1.0,-1,0,-5,6
CN(c1nc2ccccc2n2c(C3CC3)nnc12)S(=O)(=O)c1ccccc1,1,6,-3,-1.0,-0.7,7,4,4,-3
CCOc1ccccc1CN1CCN(CCCc2ccccc2)CC1CCO (stereo not drawn),2,-2,-2,-0.1,0.2,-21,-10,-19,9
CN(CC(=O)Nc1cccc(F)c1)C(=O)c1sc2ccccc2c1Cl,1,-11,-6,0.1,2.6,-13,13,-7,-2
CN1CCN(C(=O)c2cnn(-c3ccccc3)c2NC(=O)c2ccccc2)CC1,1,2,0,-1.3,0.5,-4,-8,-8,-4
COc1ccc(Nc2ncnc3c2c(C)c(C)n3CCO)cc1,2,-5,-2,-0.7,0.2,-22,-7,9,0
CC(C)C(=O)Nc1ccc2c(c1)nc1n2CCSC1,-2,20,6,-1.4,-1.7,-19,-14,2,-3
CCC1(c2ccc(Cl)cc2)NC(=S)N(c2ccc(C)c(C)c2)N1 (stereo not drawn),5,-3,1,0.6,1.4,9,nt,10,-2
Cc1ccc(Cn2c(CO)cnc2SCC(=O)Nc2cccc(F)c2)cc1,2,3,-3,-0.3,0.3,nt,nt,17,0
CC(C)(C)c1ccc(NC(=O)CC2(C(F)(F)F)OCCO2)cc1,1,-15,-2,-3.2,0.0,-7,-7,-8,-7
Cc1ccc(N(CC(=O)NC2CCCCC2)C(=O)Cn2nnc(-c3ccc(C)o3)n2)cc1,5,-8,-3,0.4,-0.5,6,3,1,0
CCOC(=O)C1(Cc2ccccc2)CCN(Cc2cccn2-c2nccs2)CC1,5,4,-6,0.6,0.0,7,0,-10,-4
CC(=O)c1c(C)n(CC(=O)NCc2ccco2)c2ccccc12,1,9,35*,1.8,-0.2,-7,17,8,-4
Cc1cccc(Cn2c(N3CCN(c4ccccc4)CC3)nc3c2c(=O)n(C)c(=O)n3C)c1,1,6,-1,-1.4,-0.6,-15,-9,-3,-5
O=C(Nc1ccc2c(c1)OCCO2)C1CCCN1S(=O)(=O)c1cccc2cccnc12 (stereo not drawn),-1,9,-1,1.6,-0.1,3,nt,13,3
CC(=O)Nc1ccc(S(=O)(=O)NNc2cccc(C)c2)cc1,2,2,-2,0.3,0.4,-1,-9,5,-9
COc1ccc(-n2c(=O)c3ccccc3c3ccccc3c2=O)c(OC)c1,4,5,-5,0.4,1.3,15,-10,-5,-3
CCOC(=O)C1CCCN(C(=O)c2ccc3c(c2)N(Cc2cccc(Cl)c2)C(=O)c2ccccc2S3(=O)=O)C1 (stereo not drawn),1,3,-4,-0.2,-0.2,nt,11,-6,0
CCCn1c2ccccc2c2nnc(SCC(=O)Nc3cccc(C(C)=O)c3)nc21,1,-14,6,nt,-1.6,nt,-20,nt,-8
CCOC(=O)Cc1ccc(NC(=O)N(C(C)C)C2CCN(C(C)=O)CC2)cc1,5,6,4,-1.3,0.0,nt,-12,2,6
CCCCc1ccc(Nc2nc(N3CCOCC3)nc(N3CCOCC3)n2)cc1,1,-15,3,nt,0.2,nt,-34,nt,-8
CCOC(=O)[C@H]1[C@H]2COc3ccc(Br)cc3[C@@H]2N2C(=O)c3cc(OC)c(OC)cc3NC(=O)[C@@]12C,1,-1,5,2.1,0.0,5,nt,2,6

# Hits appear at their usual frequency (roughly 7.1% active in at least one column).
